High-throughput results: PubChem BioAssay, National Center for Advancing Translational Sciences (NCATS)
Lamin A splicing – LMNA splicing modulation; HeLa LMNA splicing GFP/RFP minigene ratio, 48 h; Potency, µM (highest dose often 46.1 µM), without a hit: at the top dose ratio change, negative = inhibition, usual class: inhibitors; hit rate 0.01% among 200,000; AID 1487; active = well fitted inhibition curve with a large enough effect in the signal ratio, with a control signal flat, not every such curve was filed as active; inconclusive = small, poorly fitted or top-dose-only effect, or effect the other way, or a change in a side signal; the % refers to the signal ratio; also: % is scaled to controls: 0 for no effect and ±100 for the full control effect
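Read-out is the ratio of GFP to DsRed2 object intensity, acquired by 488 nm laser-scanning cytometry on HeLa lamin A-EGFP minigene reporter cells. Compound incubation 48 hrs at 37 °C in Opti-MEM with 2% FBS; DMSO 0.5% final.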
JMJD2E inh – blocks human JMJD2E demethylase activity. Potency, µM (series often up to 57.1 µM), without a hit: at the highest dose activity change, negative = inhibition, usual class: inhibitors. JMJD2E catalytic domain, FDH-coupled NADH fluorescence (FDH is formaldehyde dehydrogenase). hit rate 1.6% among 230,000; active = well fitted inhibition curve with a large enough effect, not every such curve was filed as active; inconclusive = small, poorly fitted or top-dose-only effect, or another doubt; inactive = no such curve, though single readings can be large or run the other way;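 also: 0% = wells with enzyme and -100% = buffer wells without enzyme; nearly all actives have a fitted effect of over 50% in size; many of its hits are not listed in these tables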
Target sequence (B2RXH2 1-337 limits assumed): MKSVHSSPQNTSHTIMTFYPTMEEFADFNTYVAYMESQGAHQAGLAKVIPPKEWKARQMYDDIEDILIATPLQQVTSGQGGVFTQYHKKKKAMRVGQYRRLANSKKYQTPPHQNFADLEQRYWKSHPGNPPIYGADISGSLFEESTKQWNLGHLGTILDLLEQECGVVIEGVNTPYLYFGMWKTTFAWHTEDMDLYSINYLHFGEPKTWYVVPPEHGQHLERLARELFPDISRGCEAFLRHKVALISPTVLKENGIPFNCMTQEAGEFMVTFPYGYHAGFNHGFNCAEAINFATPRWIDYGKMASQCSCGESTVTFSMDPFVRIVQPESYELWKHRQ
Tau ThT inhib – tau fibrillization inhibition (ThT binding); Potency, µM (top dose mostly 57.4 µM), for inactives: at the top dose activity, negative = inhibition, most hits filed as inhibitors; P10636; hit rate 2.1% among 270,000; recombinant tau K18 P301L, heparin-induced fibrillization, ThT fluorescence; also: % is scaled to controls: 0 for no effect and ±100 for the full control effect; nearly all actives have a fitted effect of over 55% in size
Target sequence (P10636 561-689 P618L limits assumed): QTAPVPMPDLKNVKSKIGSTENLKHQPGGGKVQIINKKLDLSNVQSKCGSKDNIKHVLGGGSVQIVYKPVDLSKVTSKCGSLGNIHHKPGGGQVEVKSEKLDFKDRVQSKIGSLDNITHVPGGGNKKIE
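ThT emission at 510 nm, taken 1 hr after adding 30 uM dye, quantifies aggregates formed when 20 uM heparin acts on human tau K18 P301L for 6 hr at 37 C.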
KinaseGlo FLuc – Kinase-Glo luciferase inhibition (counter-screen); Q27757; Kinase-Glo luciferase, ATP luminescence, 8 min; Potency, µM (doses to about 38.3 µM), without a hit: top-dose activity change, negative = inhibition, actives largely listed as inhibitors; hit rate 0.28% among 200,000; AID 1379; also: % is scaled to controls: 0 for no effect and ±100 for the full control effect; nearly all actives have a fitted effect of over 60% in size
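Kinase-Glo luciferase light output from ATP and luciferin was measured with 10 uM ATP, within the enzyme's linear range. Buffer: 50 mM imidazole pH 7.2, 50 mM KCl, 7 mM MgCl2, 0.01% Tween 20, 0.05% BSA; luminescence read after 8 min at ambient temperature.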
SMN2 splice enh – SMN2 splice variant enhancement. HEK293 SMN2-luciferase splicing reporter, luminescence, 30-36 h. hit rate 2.8% among 210,000. AID 1458. Potency, µM (titrated, usually from 46.1 µM), for the others: at the highest dose activity change, positive = activation, usual class: activators; also: % of control where 0% means no effect; nearly all actives have a fitted effect of over 55% in size
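HEK293 cells carry an SMN2 minigene-luciferase reporter in which exon 7 inclusion puts luciferase in frame. Cells were seeded at 2000 cells/well, attached for 10-12 hours, then exposed to compounds for 30-36 hours at 37C before ONE-Glo luminescence.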
RECQ1 inh – blocks DNA unwinding by human RECQ1. P46063. RECQ1 DNA unwinding, red fluorescence kinetic read. Potency, µM (highest dose often 57.3 µM), inactives show at the highest dose activity, negative = inhibition, usual class: inhibitors. hit rate 0.54% among 240,000;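 also: plate controls were vehicle for no effect and no enzyme for full effect; nearly all actives have a fitted effect of over 30% in size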
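50 nM RECQ1T1 preincubated 15 min with compound in Tris pH 8.0 buffer with MgCl2, DTT, Tween-20 and 2.5 ug/ml poly(dI-dC); started with 200 nM TAMRA/BHQ-2 forked duplex and 2 mM ATP. Unwinding read as fluorescence (525/598 nm), two reads 2 h apart.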
ALDH1A1 block – ALDH1A1 (human) enzyme inhibition; Potency, µM (titrated, usually from 75.3 µM), without a hit: at the top dose activity, negative = inhibition, most hits filed as inhibitors; P00352; Purified ALDH1A1, NADH fluorescence, propionaldehyde substrate; hit rate 7.3% among 220,000; active = well fitted inhibition curve with a large enough effect, not every such curve was filed as active; inconclusive = small, poorly fitted or top-dose-only effect, or another doubt; inactive = no such curve, though single readings can be large or run the other way;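 also: plate controls were no enzyme wells and a reference inhibitor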
Target sequence (P00352 whole entry, looked up): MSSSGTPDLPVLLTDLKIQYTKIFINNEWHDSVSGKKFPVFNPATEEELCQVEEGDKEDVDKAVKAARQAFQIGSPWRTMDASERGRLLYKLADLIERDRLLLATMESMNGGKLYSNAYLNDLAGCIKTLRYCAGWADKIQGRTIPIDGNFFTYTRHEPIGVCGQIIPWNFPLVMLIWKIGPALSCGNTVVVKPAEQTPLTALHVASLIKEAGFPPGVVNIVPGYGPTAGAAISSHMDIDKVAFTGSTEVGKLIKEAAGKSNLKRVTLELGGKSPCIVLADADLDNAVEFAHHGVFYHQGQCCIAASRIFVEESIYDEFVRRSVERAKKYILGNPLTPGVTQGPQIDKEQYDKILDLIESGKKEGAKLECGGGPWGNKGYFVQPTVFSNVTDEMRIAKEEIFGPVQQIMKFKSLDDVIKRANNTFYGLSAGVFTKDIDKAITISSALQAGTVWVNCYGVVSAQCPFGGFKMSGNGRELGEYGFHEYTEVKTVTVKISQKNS
L3MBTL1 block – blocks human L3MBTL1; Q9Y468; Potency, µM (doses to about 57.1 µM), for the others: at the top dose activity, negative = inhibition, hits mostly inhibitors; AlphaScreen L3MBTL1–H3K9me1 peptide binding; hit rate 0.66% among 230,000; also: % is scaled to controls: 0 for no effect and ±100 for the full control effect; nearly all actives have a fitted effect of over 60% in size
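First, the protein-peptide complex forms for 30 min at room temperature (L3MBTL1 50 nM, biotinylated H3K9me1 peptide 75 nM). Next, compounds are pin-transferred and incubated 30 min. Finally, AlphaScreen beads are added and read after 30 min.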
Numbers without * were called inactive; i = inactive; ? = inconclusive; · = no result given; [ ] = another dose, or the depositor's remark. Unless noted, calls follow the shape of the dose curve; as a rule, active = well fitted curve in the direction sought with a large enough effect; inconclusive = small, poorly fitted or top-dose-only effect, or another doubt; inactive = no such curve, though single readings can be large; an effect the other way counts as inactive or inconclusive. Potency is read from the fitted curve at half-maximal effect. The list is partial; the hit share may differ from the screen's.

Below each SMILES: JMJD2E inh	Tau ThT inhib	ALDH1A1 block	Lamin A splicing	SMN2 splice enh	KinaseGlo FLuc	RECQ1 inh	L3MBTL1 block
COC(=O)c1cc(Br)c(=O)n(CCN2CCCC2)c1
→ -6%	-7%	-4%	6%	?	-5%	3%	-1%
COc1cc(NC(=O)Cc2cccs2)cc(OC)c1
→ 1%	-7%	4%	-2%	7%	3%	-5%	-4%
Cc1nc(NC(=O)CSc2nncs2)c(Cl)cc1Cl
→ 0%	-1%	·	·	·	·	-1%	-1%
CCC(C)[C@H](NC(=O)NCc1ccc(S(N)(=O)=O)cc1)C(=O)OC (stereo not given in full)
→ 7%	0%	-2%	·	-1%	-3%	-3%	·
O=C(NCc1ccncc1)/C(=C/c1cccc([N+](=O)[O-])c1)NC(=O)c1ccccc1
→ -1%	-11%	·	·	·	·	-10%	-4%
CC1CN(C(=O)CCc2ccccc2)C(C)CN1C(=O)CCc1ccccc1 (stereo not given)
→ 0%	-3%	-3%	3%	-19%	-1%	-10%	6%
Cc1cnnn1-c1ccc(C(=O)CCl)cc1
→ -9%	?	0.89µM*	9%	16%	0%	-2%	8%
O=C(O)C1CCC(Cn2c(SCc3cc(=O)n4cc(Cl)ccc4n3)nc3ccsc3c2=O)CC1 (stereo not given)
→ 15%	-4%	9%	·	-25%	-3%	-1%	·
COc1cccc(C(=O)Nc2ccc(C(=O)O)cc2)c1
→ -27%	-2%	-13%	9%	·	·	i	18%
C=CCSc1nc(C)c(CCCC)c(=O)[nH]1
→ -3%	-2%	?	7%[46 µM]	·	-6%	i	-4%
COc1cccc(NC(=O)CNC(=O)c2cccs2)c1
→ 4%	-2%	7%	11%	30%	-2%	-5%	0%
O=C1C2CC=C(Cl)CC2C(=O)N1CC1OCCc2ccccc21 (stereo not given)
→ 5%	-8%	?	-1%	-9%	-3%	i	·
CCOc1ccc(NC(=O)CC2C(=O)N(c3ccccc3)C(=O)N2Cc2ccccn2)cc1 (stereo not given)
→ -4%	-13%	-1%	4%	-12%	1%	-7%	·
Cc1ccc(CNC(=O)COC(=O)CSc2cc(C)c(Br)cc2C)cc1
→ 4%	-10%	11%	-9%	10%	3%	-8%	20%
COC(=O)/C=C(\C)NC(=O)c1ccc(F)cc1
→ -2%	-7%	-2%	6%	-33%[inhibitor]	7%	0%	·
CCCc1cc(=O)[nH]c(SCC(=O)N(C)CC(=O)Nc2ccccc2CC)n1
→ 2%	-8%	1%	4%	11%	-2%	-10%	7%
COCc1nnc(NC(=O)c2ccccc2[N+](=O)[O-])s1
→ ?	1%	?	-4%	-1%	-2%	-1%	-3%
O=C(Nc1nnc(-c2ccco2)o1)c1ccc(Cl)cc1
→ ?	-5%	6%	?	-7%	-1%	i	·
COc1cc(/C=N/NC(=O)C(=O)NCc2cccnc2)cc(OC)c1OC
→ -7%	0%	8%	-10%	11%	-2%	-2%	13%
Nc1ccc(-n2nc(C(F)(F)F)cc2C(F)(F)F)cc1
→ -2%	-3%	5%	·	·	·	i	10%

(further entries)
Below each SMILES: JMJD2E inh	Tau ThT inhib	ALDH1A1 block	Lamin A splicing	SMN2 splice enh	KinaseGlo FLuc	RECQ1 inh	L3MBTL1 block
COC(=O)c1cccc(NS(=O)(=O)c2ccc(NC(C)=O)cc2)c1C
→ 2%	-2%	3%	21%	-33%[inhibitor]	-1%	-7%	8%
CCOC(=O)c1nn(-c2ccc(F)cc2)c2nc(CC(C)C)c(C#N)c(=O)n12
→ 1%	-9%	?	-10%	-17%	0%	0%	10%
O=C(Cn1cnc2ccccc2c1=O)OCC(=O)c1ccc2c(c1)OCCO2
→ -6%	-11%	?	-3%	-5%	2%	-4%	0%
COc1ccc(C(=O)NC2CCN(C(=S)NCCc3ccccc3)CC2)cc1
→ -6%	-15%	?	-12%[46 µM]	·	-1%	23%	-12%
COc1cc(C2NC(=O)NC(C)=C2C(C)=O)ccc1O (stereo not given)
→ -14%	-6%	-5%	·	·	·	-4%	43%[activator]
Cc1nc(SCc2ccc([N+](=O)[O-])cc2)nc2ccccc12
→ 8%	-5%	3%	-2%	-13%	3%	-2%	0%
Cc1cc(OCCn2ccnc2)cc(C(C)C)c1
→ ?	-1%	?	-6%	1%	0%	-3%	-16%
CC(C)C(=O)NNC(=O)c1csc(CS(=O)(=O)c2ccc(Cl)cc2)n1
→ -5%	-4%	·	·	·	·	-3%	4%
CC1=CSC2=NS(=O)(=O)CCN12
→ 11%	-5%	·	·	·	·	-2%	-2%
Cc1cc(N2CCN(S(=O)(=O)c3ccc(Cl)c(Cl)c3)CC2)c2ccccc2n1
→ 3%	7%	3%	·	-93%[inhibitor]	10%	27%	-29%
COc1ccc(C(C)=O)cc1CN1C(=O)NC2(CCCCCC2)C1=O
→ 3%	-9%	?	1%	20%	-3%	i	·
COc1ccc(CN=C2NN=C(c3cccc(OC)c3)CS2)cc1
→ -1%	?	8.9µM*	?	28µM*	-4%	-22%	?
Cc1cccc(N2C(=O)c3cccnc3C2=O)c1
→ -2%	-3%	2%	13%	16%	1%	-3%	-1%
Cn1cc(CNCC2CCCO2)c(-c2ccc(Oc3ccccc3)cc2)n1 (stereo not given)
→ -1%	0%	-9%	·	·	-2%	-13%	40%[activator]
CC(=O)Nc1ccc(OCC(O)CN2C(C)CCCC2C)cc1 (stereo not given)
→ -3%	-8%	-7%	-5%	10%	-2%	-10%	6%
O=C(NCc1ccc(F)cc1)c1cc2sccc2n1Cc1ccc(F)cc1
→ -9%	-3%	?	-7%	-19%	3%	1%	-9%
Cc1nn(C2CCS(=O)(=O)C2)c(Cl)c1/C=C/C(=O)OCC(=O)c1cc(C)n(-c2ccc(F)cc2)c1C (stereo not given)
→ -22%	-14%	8%	?	-70%[inhibitor]	-4%	-5%	-13%
Cc1ccc(-c2nnc(SCC(=O)N3CC(C)CC(C)C3)o2)cc1C (stereo not given)
→ -12%	?	?	?	-45%[inhibitor]	2%	6%	32%[activator]
CCOC(=O)c1cnc2c(N=Nc3cccc(Cl)c3)c(N)nn2c1N
→ -1%	2.5µM*	3%	10%	-16%	-5%	-3%	-2%
COc1ccc(Cl)cc1NC(=O)CN1CCCCCC1
→ -1%	-5%	18µM*	·	-14%	0%	-13%	-59%

New compounds follow
Below each SMILES: JMJD2E inh	Tau ThT inhib	ALDH1A1 block	Lamin A splicing	SMN2 splice enh	KinaseGlo FLuc	RECQ1 inh	L3MBTL1 block
O=C(Nc1ccc(N2CCOCC2)nc1)c1ccc(Cl)cc1
→ -9%	?	7%	?	-33%[inhibitor]	2%	-6%	-2%
O=C(Cn1cnc2c(nnn2Cc2ccc(F)cc2)c1=O)Nc1cccc(F)c1
→ -26%	9%	6%	·	10%	2%	4%	-3%
CC(C)(C)c1cc(C(=O)NNC(=O)c2ccc(C(F)(F)F)cc2)no1
→ 10%	3%	9%	·	·	·	0%	6%
COc1ccc(NCC(=O)N/N=C/c2ccc3c(c2)OCCO3)cc1
→ 4%	?	?	-2%	?	0%	1%	-12%
O=C(C1=C[C@H](c2ccc(C(F)(F)F)cc2)C[C@H](OCc2ccc(CO)cc2)O1)N1CCN(Cc2ccc3c(c2)OCO3)CC1
→ ?	?	?	·	·	·	-15%	-22%
CCOC(=O)C1=NNC2C(=O)N(CC)C(=O)C12 (stereo not given)
→ -6%	-4%	10%	-7%	15%	-2%	-7%	·
O=C(c1cc2ccccc2o1)N1CCN(S(=O)(=O)c2cccs2)CC1
→ -6%	-9%	10%	8%	-15%	-3%	i	·
O=C(Cc1ccccc1)NCC(=O)OCC(=O)c1ccc(OC(=O)c2ccccc2)cc1
→ -4%	-10%	7%	5%[0.0737 µM]	8%	-1%	i	-1%
Oc1ccc(CN2CCN(Cc3ccccc3)CC2)c2cccnc12
→ -3%	-6%	1%	-2%	0%	8%	i	-2%
COc1ccc(C2CC2/C(=N/O)c2ccccn2)cc1 (stereo not given)
→ -18%	-7%	13%	16%[46 µM]	12%	-5%	-3%	-15%
Cc1ccc(-c2c[n+](CC(=O)OCc3ccccc3)c3n2CCC3)cc1
→ 3%	2%	3%	4%	-5%	-1%	4%	11%
CC(C)(C)NS(=O)(=O)c1ccc(NC(=O)Cc2ccccc2[N+](=O)[O-])cc1
→ -4%	0%	9%	·	-6%	-2%	i	8%
Cc1ccc(Cn2c(CN(C)Cc3ccccc3)nc3c2c(=O)n(C)c(=O)n3C)cc1
→ -5%	?	7.1µM*	13%	?	-4%	3%	·
CC1=NN(C(=O)c2ccccc2Br)C(O)(c2cccnc2)C1 (stereo not given)
→ -9%	-4%	0%	15%	5%	-1%	i	4%
Cc1ccc(S(=O)(=O)N/N=C\c2cc3c(cc2Br)OCO3)cc1
→ 3%	-11%	-9%	-9%	?	-2%	-1%	-14%
Cc1csc(NC(=O)c2cc(=O)[nH]c3ccccc23)n1
→ ?	-12%	-6%	·	·	·	i	-4%
CNS(=O)(=O)c1cccc(C(=O)OCC(=O)Nc2ccc(Cl)cc2F)c1
→ 8%	4%	·	·	·	·	-5%	7%
CC1Cc2nc(SCC(=O)N3CCCc4ccccc43)n(C)c(=O)c2S1 (stereo not given)
→ 6%	-6%	?	?	-32%[inhibitor]	1%	2%	13%
Cc1noc(NS(=O)(=O)c2ccc(N/C=C/C(=O)c3ccncc3)cc2)c1C
→ 2%	?	-3%	5%	3%	-4%	-5%	·
COc1ccccc1CNCc1cc(OC)c(OC)c(OC)c1
→ ?	-8%	-8%	·	-22%	-3%	-12%	·
